FBA Mtb inh – Mtb FBA enzyme inhibitors, primary screen, biochemical, fluorescence, strain H37Rv. purified M. tuberculosis FBA, fluorescence read-out. inhibition, % at 1 µM. actives 2.3% (n = 360,000); in the data active means inhibition above about 27%;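 further: 0% = vehicle and 100% = reference inhibitor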
BoNT F protease – BoNT/F light chain protease inhibitors, primary screen, biochemical, flow cytometry, MLPCN library; inhibition, % at 10 µM; AID 588497, 2011; actives 0.22% (n = 360,000); Botulinum neurotoxin type F light chain protease (Clostridium botulinum); Multiplex microsphere protease cleavage assay; in the data active means inhibition above about 35%, passing the limit was not always enough; inconclusive means no clear call, values can overlap the other calls; further: plate controls were buffer without enzyme for full effect and enzyme alone for no effect
FadD28 FP inh – inhibitors of FadD28 bisubstrate probe binding, primary screen, biochemical, fluorescence polarization, single point. inhibition, % at 12.5 µM. actives 0.22% (n = 360,000). Mycobacterium tuberculosis FadD28 fatty-acid-AMP ligase; in the data active means inhibition above about 8.5%, passing the limit was not always enough; inconclusive means no clear call, values can overlap the other calls
Mtb BioA inh – M. tuberculosis BioA enzyme inhibitors, primary screen, biochemical, plate reader, single point, HTS | inhibition, % at 9.99 µM | actives 0.096% (n = 360,000) | purified M. tuberculosis BioA enzyme | AID 602481, 2012; in the data active means inhibition above about 40%; inconclusive means no clear call, values can overlap the other calls
PrPC TRFRET – inhibitors of human cell surface prion protein PrPC, primary screen, cell-based, TR-FRET; Major prion protein (Homo sapiens), P04156; TR-FRET read-out; inhibition, % at 13.8 µM; actives 0.43% (n = 370,000); AID 720596, 2013; in the data active means inhibition above about 24%; further: 0% = median of the test wells and 100% = reference compound wells
GDH-TPI counter – GDH-TPI coupling enzyme inhibitors, primary screen, artefact control for M. tuberculosis FBA inhibitor project, biochemical, absorbance, full deck; AID 588335, 2011; inhibition, % at 4.8 µM; GDH-TPI coupled enzyme counterscreen, NADH absorbance; actives 1.2% (n = 360,000); in the data active means inhibition above about 30%;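 further: 0% = DMSO wells and 100% = wells lacking the enzyme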
MazF activator – activators of E. coli MazEF toxin-antitoxin RNase, primary screen, biochemical, fluorescence, uHTS; FAM/BHQ RNA-DNA oligo cleavage fluorescence, 5 h; activation, % at 20 µM; actives 0.32% (n = 350,000); in the data active means activation above about 50%
Target sequence (P0AE70 whole entry, looked up): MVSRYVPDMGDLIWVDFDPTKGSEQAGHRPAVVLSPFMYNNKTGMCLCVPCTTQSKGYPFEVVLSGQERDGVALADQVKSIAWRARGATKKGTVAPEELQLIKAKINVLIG
Rv3671c protease – Rv3671c serine protease inhibitors, primary screen, biochemical, fluorescence polarization, M. tuberculosis H37Rv. AID 2606, 2010. actives 0.048% (n = 320,000). P9WHR9. inhibition, % at 5.96 µM; in the data active means inhibition above about 38%;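 further: extracellular domain of Rv3671c used as enzyme; 0% = enzyme with DMSO and 100% = no enzyme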
Target sequence (P9WHR9 whole entry, looked up, the tested form may be a part): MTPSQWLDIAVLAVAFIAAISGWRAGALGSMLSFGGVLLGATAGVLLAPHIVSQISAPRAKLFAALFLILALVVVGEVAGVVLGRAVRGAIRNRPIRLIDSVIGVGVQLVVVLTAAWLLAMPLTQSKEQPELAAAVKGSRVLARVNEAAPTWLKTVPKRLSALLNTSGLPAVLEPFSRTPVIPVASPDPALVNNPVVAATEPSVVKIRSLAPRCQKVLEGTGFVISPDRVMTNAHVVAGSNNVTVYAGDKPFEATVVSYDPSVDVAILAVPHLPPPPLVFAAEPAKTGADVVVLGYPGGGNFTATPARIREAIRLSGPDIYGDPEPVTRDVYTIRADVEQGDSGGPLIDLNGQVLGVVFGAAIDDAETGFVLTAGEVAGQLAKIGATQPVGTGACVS
UGM FP inh – M. tuberculosis UGM enzyme inhibitors, primary screen, biochemical, fluorescence polarization, single point; purified UGM, fluorescence polarization probe displacement; inhibition, % at 10 µM; actives 0.06% (n = 320,000); AID 504406, 2011; in the data active means inhibition above about 10%, passing the limit was not always enough; inconclusive means no clear call, values can overlap the other calls
Target sequence (P9WIQ1 whole entry, looked up): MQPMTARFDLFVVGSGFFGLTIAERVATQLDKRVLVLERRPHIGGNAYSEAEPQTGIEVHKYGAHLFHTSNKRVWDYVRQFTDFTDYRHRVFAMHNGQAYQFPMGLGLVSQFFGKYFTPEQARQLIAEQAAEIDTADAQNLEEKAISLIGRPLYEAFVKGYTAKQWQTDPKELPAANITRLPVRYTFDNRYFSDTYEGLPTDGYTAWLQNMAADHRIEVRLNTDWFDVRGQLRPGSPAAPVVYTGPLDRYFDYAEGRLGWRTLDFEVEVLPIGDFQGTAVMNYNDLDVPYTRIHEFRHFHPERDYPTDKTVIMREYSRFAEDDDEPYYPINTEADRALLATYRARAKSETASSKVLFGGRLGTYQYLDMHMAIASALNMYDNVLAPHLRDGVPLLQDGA
* marks the source's active call; other numbers are inactive results; ? = inconclusive; · = no result given; & = joins results of further samples. Not a hit list; overall some 4.8% were active at least once.

Each structure is followed by: FBA Mtb inh	BoNT F protease	FadD28 FP inh	Mtb BioA inh	PrPC TRFRET	GDH-TPI counter	MazF activator	Rv3671c protease	UGM FP inh
#1 COC(=O)c1c(NC(=S)Nc2ccc(C(=O)N3CCOCC3)cc2)sc2c1CCC2
→ -1	-8	-0.2	-2.3	1	6	3	-2	2.5
#2 CC(C)[C@H](NC(=O)OCc1ccccc1)C(=O)OCC(=O)N1CCN(c2ccc(F)cc2)CC1
→ 2	-5	-0.4	-0.2	0	2	-6	-1	-2.6
#3 CCN(CC)CCN1C(=O)c2ccccc2NC1c1ccc(C)cc1 (stereo unspecified)
→ 79*	2	-2.3	-0.2	-5	10	7	1	1.3
#4 Cc1oc2cc3oc(=O)c(CC(=O)O)c(C)c3cc2c1-c1ccccc1
→ 9	23	-1.6	-4.8	3	15	-14	-4	-0.4
#5 COc1ccc(CC(NC(C)=O)C(=O)NC2CCN(S(=O)(=O)c3ccc(NC(C)=O)cc3)CC2)cc1OC (stereo unspecified)
→ 2	-2	0.1	·	0	11	-3	-2	1.3
#6 O=c1nc(/C=C/c2ccc(O)c(O)c2)oc2ccccc12
→ -13	-2	0.7	1.2	·	44*	5	·	·
#7 COc1cccc(CNC(=O)CN2C(=O)COc3ccc(S(=O)(=O)N4CCCC4)cc32)c1
→ 1	-5	0.1	-0.7	6	-2	8	-2	3.7
#8 Cc1cccc(N2CCN(CC(=O)NCc3ccc(Cl)cc3)CC2)c1C
→ 1	-8	-5.6	-0.3	12	0	-9	13	0.6
#9 Cc1ccc(NC(=O)C2CC(=O)N(Cc3ccccc3)C2)nc1 (stereo unspecified)
→ 2	6	-0.6	-0.4	10	-5	9	0	0.5
#10 O=C(O)CCCc1ccc2c(c1)CCc1ccccc1-2
→ 2	-10	-3.8	0.3	-3	1	3	7	-2.6
#11 O=C(O)c1cc2nc3c(c(C(F)(F)F)n2n1)CCCC3
→ -1	0	0.6	-1.1	5	-1	-5	-13	0.5
#12 Cc1c(Nc2scc(-c3ccccc3)[n+]2-c2ccccc2)c(=O)n(-c2ccccc2)n1C
→ 2	-3	-0.5	·	·	1	-3	-1	0.9
#13 O=C(CCNC(=O)c1ccc([N+](=O)[O-])cc1)NCCCN1CCCC1=O
→ -1	4	-1.9	-2.8	-33	7	4	0	-0.7
#14 CCOC(=O)N1CCN(CC(O)COC(CC)c2ccccc2)CC1 (stereo unspecified)
→ -1	-4	-0.8	-2.4	-10	13	3	2	2.6
#15 Cn1cc(C=CC(=O)O)c2nccnc21
→ -1	-1	1.1	·	0	-1	3	·	·
#16 O=C1/C(=C/c2ccco2)CCc2ccccc21
→ 10	11	-5.2	-0.5	3	20	-3	6	1.4
#17 CCc1nnc(NS(=O)(=O)c2ccc(NCc3cc(Br)ccc3O)cc2)s1
→ -2	8	1.0	3.0	·	5	-17	-11	3.1
#18 C=CCc1cccc2cc(C(=O)NC(C)(C)C)c(=O)oc12
→ 0	-10	-0.5	-1.9	3	3	1	2	0.0
#19 Cc1cccc(CC2CC(=O)N(c3ccc(C)cc3Br)C2=O)c1 (stereo unspecified)
→ -2	-19	-0.8	-1.8	5	6	-1	-1	3.2
#20 COc1cc2c(-c3ccc(O)cc3)nc3c(c(C)nn3-c3ccccc3)c2cc1OC
→ 16	1	-2.1	-1.2	-2	-9	5	-4	0.4
#21 Clc1cccc(-c2cc3nc(NCCOc4ccccc4)ccn3n2)c1
→ 11	3	-2.3	-0.1	0	10	·	·	·
#22 COC(=O)CCCC1=CC2=CC(=O)C(C)(OC(=O)CCc3ccccc3)C(=O)C2=CO1 (stereo unspecified)
→ 0	-2	3.7	-0.7	·	18	-20	-8	-1.2
#23 Cc1c(Cc2ccccc2)sc(NC(=O)Cc2ccccc2)c1C(N)=O
→ -1	-17	-1.5	-1.8	7	5	-5	-2	-1.1
#24 CCCCc1cc(=O)oc2cc(O)cc(O)c12
→ 129*	3	-1.1	2.8	7	9	-5	-6	1.4
#25 Cc1ccc(N2CCN(S(=O)(=O)c3c(C)noc3C)CC2C)cc1 (stereo unspecified)
→ -1	0	-3.4	1.2	5	-15	3	11	-2.0
#26 Cc1ccc(C(=O)Nc2sc(Cc3ccc4c(c3)OCO4)c(C)c2C(N)=O)cc1
→ 7	0	-1.4	-4.4	12	7	-22	2	2.2
#27 CCCc1cc(=O)[nH]c(SCCOC(=O)c2ccccc2)n1
→ -1	-10	1.4	·	0	2	9	2	0.9
#28 Cc1cc(NC(=O)C2C3C(=O)N(Cc4ccc(Cl)cc4)C(C(=O)NC4CCCCC4)C34C=CC2(C)O4)no1 (stereo unspecified)
→ -4	-2	-0.4	-0.4	-1	-3	5	-5	-4.4
#29 N#Cc1c(-c2ccccc2)cc(-c2ccccc2)nc1Br
→ 7	-2	-0.1	-5.5	-7	8	-4	1	2.6
#30 COc1ccc(CN2C(=NC(=O)C3CC3)SC3CS(=O)(=O)CC32)cc1OC (stereo unspecified)
→ 6	1	3.2	-0.4	-4	4	4	-5	-3.7
#31 COC(=O)c1ccc(COc2cc([N+](=O)[O-])cc3cccnc23)cc1
→ ·	·	·	·	-4	·	-28	-2	2.0
#32 COc1ccc(-c2ccccc2)cc1NC(=O)[C@@H]1O[C@H](CO)[C@@H](O)[C@H]1O
→ 3	8	0.1	1.5	-5	-1	·	·	·
#33 Cc1cc(C)c(C#N)c(OCc2ccc(Cl)nc2)n1
→ 1	3	-3.4	1.9	3	6	-22	0	1.7
#34 Cc1nc2ccccc2n1C(=O)c1cc(-c2ccc(Br)cc2)nc2ccccc12
→ 0	4	-3.8	0.2	-7	4	-6	-3	-1.1
#35 O=C(NC1CC1)C1CC(=O)N(c2cccc(Cl)c2)C1 (stereo unspecified)
→ -1	-4	-1.0	1.0	2	-2	4	-14	-0.5
#36 CCCCNCc1cc(Br)c(OCC(=O)NCc2ccccc2)c(OC)c1
→ 4	6	1.0	-0.1	-5	4	7	1	1.9
#37 Cc1cccc(NC(=O)CSc2nnc(-c3cc(C)[nH]n3)n2N)c1
→ ·	3	-4.3	1.0	1	·	2	5	-0.9
#38 O=C(Nc1ccn(Cc2ccccc2F)n1)c1ccc(COc2cc(Cl)ccc2Cl)o1
→ -5	-17	-4.6	0.3	9	-6	-9	-39	-0.5
#39 CCOc1ccc(NC(=S)/C(=C(\[O-])c2ccc(C)c([N+](=O)[O-])c2)[n+]2ccccc2)cc1
→ 4	-34	-2.6	-0.6	·	7	11	-2	3.9
#40 COC(=O)c1ccc(COC(=O)CCc2nc(-c3ccccc3)c(-c3ccccc3)o2)cc1
→ 9	-10	-1.3	-2.7	0	9	-7	0	-2.0
#41 COc1cccc(/C=C/C(=O)OCC(=O)Nc2nnc(-c3ccccc3)o2)c1OC
→ 1	·	-3.9	-1.8	7	-2	-5	·	·
#42 Cc1onc(-c2ccccc2)c1C(=O)OCC(=O)Nc1cccc(Cl)c1
→ -3	-2	-5.4	0.8	7	0	4	-27	0.9
#43 O=C1NC(=O)/C(=C/c2ccc(N3CCOCC3)o2)N1
→ -2	?	-3.9	·	-5	1	-5	5	0.1
#44 COc1ccccc1NC(=O)c1ccc(S(=O)(=O)N2CCC(C)CC2)cc1
→ -1	1	-1.5	0.4	5	7	-25	-1	-1.1
#45 COc1cc(OC)cc(C(=O)NNC(=O)c2ccccc2Br)c1
→ 1	1	-1.9	·	3	-7	3	-5	·
#46 CCOC(=O)c1sc(N)c(C#N)c1CSc1nnc(C2CCCCC2)n1N
→ -1	29	0.2	11	6	2	5	-13	-1.0
#47 O=C(C(Sc1ccccc1)c1ccccc1)N1CCN(c2ccccc2F)CC1 (stereo unspecified)
→ 2	-10	-0.2	-1.1	4	0	4	2	-1.5
#48 Cc1nn(-c2ccccc2)c(C)c1C(=O)OCC(=O)N(C)c1ccccc1
→ 3	-9	·	1.0	1	8	-1	2	-0.2
#49 O=C(CSc1nnc(COc2ccccc2Cl)o1)NC(=O)NC1CCCC1
→ -2	-21	-0.8	1.3	2	-2	-5	0	1.8
#50 C/C(=C\C(=O)Nc1nccs1)c1ccccc1
→ -4	-6	-0.8	·	4	8	4	-20	-1.2
#51 Cc1nc2ccccc2n1CC(=O)NCCN1CCOCC1
→ 1	3	-1.4	-2.3	-1	6	1	0	0.0
#52 O=C(NN=Cc1ccc(N(CCCl)CCCl)cc1)c1cc(=O)[nH]c(=O)[nH]1
→ -3	-3	-3.4	0.2	0	50*	2	·	·
#53 Cc1ccc(S(=O)(=O)N(C)C[C@H]2OCc3cnnn3CCCC(=O)N([C@@H](C)CO)C[C@H]2C)cc1
→ 7	3	-1.5	-0.5&2.2	4	-9	-3	·	·
#54 COC/C=C/C1=CC2=CC(=O)C(C)(OC(=O)c3cnc4ccccc4n3)C(=O)C2=CN1Cc1ccco1 (stereo unspecified)
→ -5	-3	-1.0	-1.2	-7	9	2	-6	1.5
#55 Cc1ccc2c(CN3CCN(S(=O)(=O)c4ccccc4C(F)(F)F)CC3)cc(=O)oc2c1C
→ 3	·	-2.9	-0.5	-5	1	-11	-12	-0.5
#56 Cc1ccc(S(=O)(=O)N(Cc2ccc(Cl)cc2)c2ccccc2C(=O)NCc2cccnc2)cc1
→ 6	-2	-5.4	-0.6	-11	-6	2	4	-3.3
#57 O=C(NCN1CCN(c2ccccc2F)CC1)c1ccccc1
→ 0	-2	-4.1	-1.8	5	1	10	0	-1.2
#58 Cc1cccc(NC(=O)CSc2nc3ccccc3nc2N2CCCCC2)c1
→ 5	-16	-2.1	-1.6	4	2	-14	-15	-1.2
#59 CC(NC(=O)CN(c1cccc(C(F)(F)F)c1)S(=O)(=O)c1ccc(Cl)c([N+](=O)[O-])c1)c1ccccc1 (stereo unspecified)
→ -3	-6	-4.3	-1.5	0	0	-5	0	2.6

Some of the entries so far, as labelled records.
59) CC(NC(=O)CN(c1cccc(C(F)(F)F)c1)S(=O)(=O)c1ccc(Cl)c([N+](=O)[O-])c1)c1ccccc1 (stereo unspecified)
- FBA Mtb inh = -3
- BoNT F protease = -6
- FadD28 FP inh = -4.3
- Mtb BioA inh = -1.5
- PrPC TRFRET = 0
- GDH-TPI counter = 0
- MazF activator = -5
- Rv3671c protease = 0
- UGM FP inh = 2.6
57) O=C(NCN1CCN(c2ccccc2F)CC1)c1ccccc1
- FBA Mtb inh = 0
- BoNT F protease = -2
- FadD28 FP inh = -4.1
- Mtb BioA inh = -1.8
- PrPC TRFRET = 5
- GDH-TPI counter = 1
- MazF activator = 10
- Rv3671c protease = 0
- UGM FP inh = -1.2
49) O=C(CSc1nnc(COc2ccccc2Cl)o1)NC(=O)NC1CCCC1
- FBA Mtb inh = -2
- BoNT F protease = -21
- FadD28 FP inh = -0.8
- Mtb BioA inh = 1.3
- PrPC TRFRET = 2
- GDH-TPI counter = -2
- MazF activator = -5
- Rv3671c protease = 0
- UGM FP inh = 1.8
44) COc1ccccc1NC(=O)c1ccc(S(=O)(=O)N2CCC(C)CC2)cc1
- FBA Mtb inh = -1
- BoNT F protease = 1
- FadD28 FP inh = -1.5
- Mtb BioA inh = 0.4
- PrPC TRFRET = 5
- GDH-TPI counter = 7
- MazF activator = -25
- Rv3671c protease = -1
- UGM FP inh = -1.1

Compound activity from PubChem BioAssay.
